EPAC2 antagonist: qHTS for Antagonist of cAMP-regulated guanine nucleotide exchange factor 2 (EPAC2): primary screen; EPAC2 GEF exchange of Rap1B-BODIPY-GDP, fluorescence; Rap guanine nucleotide exchange factor 4 (Homo sapiens), Q8WZA2; Potency, µM (titrated, usually from 114 µM), for the others: at the highest dose activity, negative = inhibition, hits mostly inhibitors; 360,000 tested, 0.18% active; further: potency means the concentration at half of the fitted maximal effect; on the % scale 0 is the no-effect control and ±100 the full control effect; nearly all actives have a fitted effect of over 45% in size; many of its hits are not listed in these tables
PI5P4K alpha inh: qHTS for Inhibitors of phosphatidylinositol 5-phosphate 4-kinase (PI5P4K); PI5P4Kalpha enzyme, ADP-Glo luminescence, 60 min; active compounds read low; Phosphatidylinositol 5-phosphate 4-kinase type-2 alpha (Homo sapiens), P48426; 330,000 tested, 1.2% active; max response, %; AID 652105, 2013; active means max response of -50% or lower; inconclusive means between -30% and -50%; inactive means -30% or higher; further: value at the top dose of about 77 µM; on the % scale 0 is the no-effect control and ±100 the full control effect
Target sequence (P48426 whole entry, looked up): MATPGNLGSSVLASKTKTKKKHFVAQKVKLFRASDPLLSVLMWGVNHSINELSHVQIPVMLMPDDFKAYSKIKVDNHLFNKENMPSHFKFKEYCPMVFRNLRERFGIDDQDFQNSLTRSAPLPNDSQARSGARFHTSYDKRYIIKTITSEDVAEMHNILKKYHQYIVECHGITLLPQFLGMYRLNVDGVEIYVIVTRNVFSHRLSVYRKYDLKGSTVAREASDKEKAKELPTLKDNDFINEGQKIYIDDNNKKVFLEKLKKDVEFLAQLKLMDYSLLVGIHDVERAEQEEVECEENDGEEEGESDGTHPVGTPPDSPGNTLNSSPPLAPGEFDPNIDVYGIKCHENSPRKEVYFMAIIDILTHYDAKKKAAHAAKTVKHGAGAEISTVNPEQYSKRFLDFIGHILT
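ADP-Glo luminescence end-point read after a 60 min room-temperature kinase reaction of PI5P4Kalpha plus substrate, initiated with ATP at 5 microM final. Buffer: 0.038 M HEPES pH 7.4, EGTA, 0.1% CHAPS, 5% DMSO.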
WRN inhibitor: qHTS for Inhibitors of WRN Helicase; Potency, µM (highest dose often 114 µM), inactives show at the highest dose activity change, negative = inhibition, hits mostly inhibitors; AID 651768, 2012; Bifunctional 3'-5' exonuclease/ATP-dependent helicase WRN (Homo sapiens), Q14191; WRN helicase unwinding, fluorescent forked duplex, kinetic; 360,000 tested, 0.46% active; further: potency means the concentration at half of the fitted maximal effect; on the % scale 0 is the no-effect control and ±100 the full control effect; nearly all actives have a fitted effect of over 55% in size
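Fluorescence dequenching readout, ex 525 nm/em 598 nm, kinetic mode: forked duplex DNA (100 nM final) with adjacent fluorophore and quencher unwound by WRN (20 nM final) with 2 mM ATP. Compound preincubation 15 min, room temperature.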
EPAC1 agonist: qHTS for Agonist of cAMP-regulated guanine nucleotide exchange factor 3 (EPAC1): primary screen; EPAC1 agonist qHTS, biochemical assay; response scale: 100% = response to 6.5 mM cAMP; Potency, µM (titrated, usually from 154 µM), inactives show top-dose activation, most hits filed as activators; 360,000 tested, 0.073% active; AID 720707, 2013; further: potency means the concentration at half of the fitted maximal effect; nearly all actives have a fitted effect of over 60% in size
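Normalized to 6.5 mM cAMP, activity reflects EPAC1-catalysed release of BODIPY-GDP from Rap1B, followed kinetically over 30 min at 480 nm excitation, 540 nm emission. Reaction contained 100 nM EPAC1, 250 nM Rap1B-BODIPY-GDP, 50 uM GDP.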
EPAC1 antag: qHTS for Antagonist of cAMP-regulated guanine nucleotide exchange factor 3 (EPAC1): primary screen; Rap guanine nucleotide exchange factor 3 (Homo sapiens), O95398; EPAC1 GEF assay, Rap1b-BODIPY-GDP exchange fluorescence; Potency, µM (top dose mostly 115 µM), for the others: top-dose activity change, negative = inhibition, most hits filed as inhibitors; 360,000 tested, 0.14% active;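 further: potency means the concentration at half of the fitted maximal effect; plate controls were vehicle for no effect and positive control for full effect; nearly all actives have a fitted effect of over 50% in size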
Mm-Cpn inhibitor: Inhibitors of TCP-1 ring complex (TRiC) of Methanococcus maripaludis (MmCpn): qHTS. Chaperonin Mm-Cpn (Methanococcus maripaludis). purified Mm-Cpn ATPase, ADP Transcreener TR-FRET. Potency, µM (series often up to 76.9 µM), inactives show at the highest dose activity, negative = inhibition, most hits filed as inhibitors. 330,000 tested, 0.031% active. AID 504842, 2011; further: potency means the concentration at half of the fitted maximal effect; on the % scale 0 is the no-effect control and ±100 the full control effect; nearly all actives have a fitted effect of over 80% in size
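Reaction buffer contained 30 mM Tris pH 7.4, 100 mM KCl, 5 mM MgCl2 and 1 mM DTT. Mm-CPN (25 nM final) hydrolysed 10 uM ATP over 30 min at 37°C; ADP was read by HTRF.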
PLK1 PBD inh: qHTS for Inhibitors of PLK1-PDB (polo-like kinase 1 - polo-box domain): Primary Screen | Serine/threonine-protein kinase PLK1 (Homo sapiens), P53350 | Plk1 PBD binding of FITC phosphopeptide, fluorescence polarization | Potency, µM, for inactives: max response, negative = inhibition, hits mostly inhibitors | 360,000 tested, 2.8% active | AID 720504, 2013; further: potency means the concentration at half of the fitted maximal effect; series mostly up to about 57 µM; on the % scale 0 is the no-effect control and ±100 the full control effect; nearly all actives have a fitted effect of over 65% in size
Target sequence (P53350 whole entry, looked up, the tested form may be a part): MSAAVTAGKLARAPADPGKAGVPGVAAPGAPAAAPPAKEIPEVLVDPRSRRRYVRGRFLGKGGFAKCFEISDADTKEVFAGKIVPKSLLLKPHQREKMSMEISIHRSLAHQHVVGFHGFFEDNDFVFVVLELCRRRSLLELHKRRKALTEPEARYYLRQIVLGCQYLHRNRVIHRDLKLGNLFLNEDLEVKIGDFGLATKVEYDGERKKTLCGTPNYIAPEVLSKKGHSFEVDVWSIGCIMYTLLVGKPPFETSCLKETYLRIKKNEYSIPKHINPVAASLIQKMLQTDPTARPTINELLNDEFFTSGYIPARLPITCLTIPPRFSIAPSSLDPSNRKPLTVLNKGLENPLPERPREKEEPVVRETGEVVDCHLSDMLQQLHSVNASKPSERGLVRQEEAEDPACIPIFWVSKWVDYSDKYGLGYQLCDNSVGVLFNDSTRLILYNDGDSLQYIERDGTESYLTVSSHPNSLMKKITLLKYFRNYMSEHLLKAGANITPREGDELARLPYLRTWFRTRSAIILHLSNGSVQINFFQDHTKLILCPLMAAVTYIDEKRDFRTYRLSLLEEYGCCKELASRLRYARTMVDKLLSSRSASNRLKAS
CCT modulator: High-Throughput Screening for Modulators of Cytosolic Chaperonin Activity | activity change, % (no concentration beside the values), hits read low | purified chaperonin ATPase assay, HTRF ADP detection, 30 min | 360,000 tested, 0.3% active; in the data active means activity change below about -30%; further: on the % scale 0 is the no-effect control and ±100 the full control effect
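Nucleotide hydrolysis assay: TRiC at 20–40 nM final (set by batch activity) with 10 uM ATP, 30 min at 37 °C, in presence of 76 uM compound. Detection by competitive ADP HTRF, 30 min ambient.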
* marks the source's active call; other numbers are inactive results; ? = inconclusive; nt = no result given; [ ] = remark or other dose. Unless noted, the call rests on the fitted dose curve; in most records, active means well fitted curve in the direction sought with a large enough effect; inconclusive means small, poorly fitted or top-dose-only effect, or another doubt; inactive means no such curve, though single readings can be large; an effect the other way counts as inactive or inconclusive. An excerpt. The share of hits here may be higher or lower than overall.

SMILES | EPAC2 antagonist | PI5P4K alpha inh | WRN inhibitor | EPAC1 agonist | EPAC1 antag | Mm-Cpn inhibitor | PLK1 PBD inh | CCT modulator
O=C(Cc1ccc(F)cc1)Nc1ccc2[nH]ncc2c1 | 3% | 5 | 2% | 0% | 5% | 0% | -5% | -8.4
CCCCC1Cc2[nH]c(=S)[nH]c(=O)c2C(c2ccc(Cl)cc2)O1 (stereo not drawn) | 6% | -22 | -5% | 1% | -10% | nt | -27% | -1.5
CC(C)C(=O)Nc1cccc(COc2cccc(CN(Cc3ccccc3)C(=O)OC(C)(C)C)c2)c1 | -12% | 10 | -15% | -3% | -11% | nt | -5% | -1.8
O=S(=O)(Cc1cc(-c2ccccc2)no1)c1ccccc1 | -8% | -2 | -11% | 5% | -25% | -3% | -9% | -0.7
CN(CC(=O)Nc1ccc(F)cc1)S(=O)(=O)c1ccc2c(c1)c(=O)n(C)c(=O)n2C | 5% | 5 | -7% | 8% | 1% | 0% | -14% | -1.6
COc1ccc(NC(=O)c2cccc(S(=O)(=O)N3CCCC3)c2)cc1OC | 2% | -10 | ? | 10% | -9% | -4% | -16% | 0.9
Cc1ccc(C(C(=O)NCCc2ccccc2)N(C(=O)c2csnn2)C2CC2)o1 (stereo not drawn) | -7% | -4 | -13% | 7% | -10% | 2% | -4% | 0.3
CCn1c(SCC(=O)Nc2nccs2)nnc1-c1ccc(S(=O)(=O)N2CCCCCC2)cc1 | 17% | -15 | 8% | -5% | 8% | 2% | -1% | 0.6
CC(OC(=O)CSCC(=O)Nc1ccc(Cl)cc1)C(=O)N(C)Cc1ccccc1 (stereo not drawn) | -4% | -2 | -3% | 1% | -9% | nt | 0% | -0.4
O=C(NCCO)c1cccc(-c2cccc3nccn23)c1 | -10% | -27 | 0% | -4% | -4% | nt | -13% | -3.6
CSc1ccc(NC(=O)NCc2cccnc2)cc1 | 3% | 3 | 5% | 4% | -22% | -3% | -13% | -2.5
CS(=O)(=O)c1ccc2nc(NC(=O)CCNC(=O)c3ccc([N+](=O)[O-])cc3)sc2c1 | ? | 6 | -2% | 4% | -15% | 2% | -7% | -0.4
CC1(c2nnc(Cc3ccccc3)o2)CC(c2cccc(F)c2)=NO1 (stereo not drawn) | 2% | -2 | -2% | 1% | -16% | 1% | -6% | 1.0
COc1cc(CNCCO)cc(Br)c1OCc1cccs1 | 13% | 2 | 2% | -9% | 0% | 2% | -5% | -3.2
Cc1cc2c(=O)n(CC(=O)NCC(=O)Nc3ccc(C(C)C)cc3)cnc2s1 | 1% | -1 | 10% | 7% | -2% | 0% | -14% | -1.5
Cc1ccc(N2C(=O)N(Cc3ccccc3C)c3ccccc3S2(=O)=O)cc1 | -2% | 6 | -1% | 16% | 3% | 0% | -4% | -1.2
Cc1nc2sccn2c(=O)c1S(=O)(=O)Nc1ccc(N2CCN(C(=O)C(C)C)CC2)cc1 | 3% | -2 | 0%[57.1 µM] | 10% | 2% | 2% | -6% | -0.7
CCn1cc(C(=O)O)c(=O)c2cc(S(=O)(=O)N3CCCCCC3)ccc21 | 4% | 3 | 8% | -3% | -6% | -1% | -23% | -0.6
CCCCNC(=O)N(CC)c1c(N)n(Cc2ccccc2)c(=O)[nH]c1=O | -5% | 5 | -12% | 6% | 4% | 2% | 5% | -1.6
Cc1cccc(C(=O)OCC(=O)Nc2ccc3c(c2)OCCO3)c1O | 1% | 1 | 8% | 2% | -10% | 1% | -5% | -0.6
COc1cc2c(cc1OC)C(c1ccccc1Cl)N(C)CC2 (stereo not drawn) | ? | -1 | 0% | 0% | -7% | 2% | 2% | 1.3
O=C(CCC1CCCN(C(=O)c2cc3ccccc3o2)C1)NCc1ccc(F)c(F)c1 (stereo not drawn) | -22% | 0 | -4% | -1% | -8% | nt | -14% | 0.0
OCCc1c[nH]c2cc(F)ccc12 | -1% | -2 | -1% | 2% | -6% | -1% | -14% | -2.6
CC(=O)Nc1cc(-c2cccc(C(=O)NCCN(C)C)c2)cn2c(-c3ccccc3)cnc12 | -3% | -2 | ? | -2% | -14% | nt | -13% | -38*
CC(C)CC(COCc1ccc(Cl)cc1)N1CCN(C(=O)c2cccc(C(F)(F)F)c2)CCC1=O (stereo not drawn) | -22% | 4 | -5% | -24% | -23% | -1% | -7% | -3.1

Single entries from the entries so far.
CCCCNC(=O)N(CC)c1c(N)n(Cc2ccccc2)c(=O)[nH]c1=O in CCT modulator is listed with -1.6
Cc1ccc(N2C(=O)N(Cc3ccccc3C)c3ccccc3S2(=O)=O)cc1 in EPAC1 antag is listed with 3%
CCCCC1Cc2[nH]c(=S)[nH]c(=O)c2C(c2ccc(Cl)cc2)O1 (stereo not drawn) in WRN inhibitor is listed with -5%

Records listed so far shown as hits in CCT modulator.
Compound	EPAC2 antagonist	PI5P4K alpha inh	WRN inhibitor	EPAC1 antag	Mm-Cpn inhibitor	PLK1 PBD inh	CCT modulator
CC(=O)Nc1cc(-c2cccc(C(=O)NCCN(C)C)c2)cn2c(-c3ccccc3)cnc12	-3%	-2	?	-14%	nt	-13%	-38*

(continued)
SMILES | EPAC2 antagonist | PI5P4K alpha inh | WRN inhibitor | EPAC1 agonist | EPAC1 antag | Mm-Cpn inhibitor | PLK1 PBD inh | CCT modulator
COc1ccc(CCC(=O)NNC(=O)Nc2cccc(Cl)c2)cc1 | 2% | -1 | 0% | 5% | 9% | 1% | -2% | -1.4
CC12CCC(C(NC(=S)NN)C1=O)C2(C)C (stereo not drawn) | 10% | 3 | 9% | 0% | 0% | nt | -1% | -3.3
NC(=O)c1ccc(NC(=O)COC(=O)CC2CC3CCC2C3)cc1 (stereo not drawn) | 6% | -3 | -3% | -11% | -16% | -1% | 3% | -2.6
Cc1cccc(OCCCC(=O)NC(C)c2ccccc2)c1 (stereo not drawn) | 2% | 5 | -1% | -11% | -18% | 2% | -12% | 0.1
Cc1ccc(CSc2cc(C)[nH]c(=O)n2)cc1 | 3% | ? | -6% | 2% | -12% | -4% | -16% | -0.3
CC1Cc2ccccc2N1c1nc(C2CC2)nc2c1nnn2Cc1ccccc1 (stereo not drawn) | -7% | 18 | 0% | 20% | -11% | -13% | -8% | -2.3
CC(=O)OC(C(=O)N1CCN(c2ccc(F)cc2)CC1)c1ccccc1 (stereo not drawn) | 3% | 2 | 8% | 1% | 14% | 0% | -14% | -1.8
COc1ccccc1-n1cnnc1SCC(=O)Nc1cccc(S(N)(=O)=O)c1 | 4% | -7 | -6% | 5% | 10% | 0% | 5% | 0.2
COc1cccc(-c2noc(C3CCCN(S(=O)(=O)c4cccc(Cl)c4C)C3)n2)c1 (stereo not drawn) | -10% | nt | -9% | 9% | 1% | 1% | -7% | -1.4
CCn1cc(/C=C(\NC(=O)c2ccccc2F)C(=O)NCCN2CCOCC2)c2ccccc21 | 0% | -1 | -14% | 8% | -15% | 0% | ? | -0.6
COc1cccc2cc(-c3csc(NC(=O)CCC(=O)NCCCN4CCC(C)CC4)n3)c(=O)oc12 | 4% | 1 | 7% | 12% | 8% | -11% | 1% | 1.8
COc1ccc2c(c1)OC(O)(C(F)(F)F)CC2=O (stereo not drawn) | 0% | nt | 0% | 5% | 2% | -2% | -1% | 0.4
C=CCc1ccc(OCC(O)CN2CCN(c3ccccc3)CC2)c(OC)c1 (stereo not drawn) | -2% | -3 | -4% | 1% | -3% | -1% | -22% | -2.1
COc1cc(NC(=O)COC(=O)c2ccc3ccccc3n2)cc(OC)c1 | -4% | -5 | -5% | 5% | 1% | 1% | 7% | 1.2
C/C(=N/NC(=O)c1ccc(Br)o1)c1cccc(NC(=O)c2ccc(F)cc2)c1 | -2% | 2 | -14% | 6% | -19% | -11% | 6% | -19
O=C(NCC12CC3CC(C1)CC(CNC(=O)N1CCCC1)(C3)C2)N1CCCC1 | 4% | nt | 0% | -7% | -2% | 0% | -6% | 0.4
C/C(=N\NC(=O)CSc1nc(C)cc(C)n1)c1cccs1 | -13% | 2 | 4% | 4% | -7% | 1% | -13% | 0.5
Cc1ccc2c(CN(C)Cc3ccc(OC(F)F)cc3)cc(=O)oc2c1C | -13% | 9 | -8% | 5% | -17% | 0% | -8% | -0.2
Cc1ccsc1/C=C/c1n[nH]c(=O)c(C#N)c1C | -2% | 1 | -28% | -4% | -9% | -1% | 1% | 0.1
Cc1cc(C)c2c(=O)n3c(nc2c1)C(CC(C)C)NC(=O)c1cccnc1-3 (stereo not drawn) | 1% | -8 | 7% | -10% | 9% | nt | -3% | -0.9
Cc1onc(-c2ccccc2Cl)c1C(=O)O/N=C(\N)c1ccccc1 | -4% | 4 | 8% | 5% | 2% | 0% | -8% | -3.2
CCN(CC)CCNC(=O)C(=O)Nc1cc2c3c(c1)CC(=O)N3CCC2 | -7% | 2 | 1% | 5% | -14% | -3% | -9% | 1.5
O[C@@H]1C[C@H](c2ccc(Cl)cc2)N(Cc2cccs2)C[C@H]1n1cc(C2CC2)nn1 | 8% | -1 | 1% | 2% | -14% | nt | -2% | 0.4
O=C(COC(=O)[C@H](Cc1c[nH]c2ccccc12)NC(=O)c1cccs1)NCc1ccccc1 | -24% | -1 | -7% | 11% | -20% | 1% | -18% | -4.5
O=C(Cc1ccc2c(c1)CCCC2)Nc1ccc2ccccc2c1 | -2% | -1 | -1% | 11% | -10% | -6% | ? | -0.5
O=C(Nc1cccc2ccccc12)c1ccccc1Cl | -2% | -1 | -3% | 8% | -24% | 0% | -10% | 0.0
O=C1C2C3C=CC([C@@H]2C(=O)N1c1nccs1)C31CC1 (stereo partly drawn) | 4% | 4 | -1% | 0% | 15% | 0% | -3% | -1.6
Cc1c(NC(=O)CN(c2ccc(F)cc2)S(=O)(=O)c2ccccc2)c(=O)n(-c2ccccc2)n1C | 4% | -3 | -20% | -5% | 6% | -18% | -5% | 1.3

Compound activity (PubChem)
